# aSyn rescue = qHTS of alpha-syn Inhibitors | Yeast expressing alpha-synuclein, growth rescue, BacTiter-Glo, 24 h | Potency, µM (titrated, usually from 46.1 µM), inactives show at the top dose growth rescue (activation), usual class: activators | hit rate 0.14% among 370,000; also: potency is read from the fitted curve at half-maximal effect; % of control where 0% means no effect; nearly all actives have a fitted effect of over 65% in size
#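 Screening used galactose-induced yeast with toxic alpha-synuclein levels, exposed to compound for 24 hr at 30 deg C. Cell growth, read with BacTiter-Glo luminescence, gave the measured signal.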
# Abeta rescue = qHTS for compounds that reverse cellular toxicity of Amyloid beta (A-beta) peptide in yeast: Primary Screen; hit rate 0.063% among 410,000; AID 1347071, 2019; yeast expressing A-beta42, growth rescue, OD600, 48 h; response scale: 0% DMSO, 100% iron-clioquinol control; Potency, µM (doses to about 46.1 µM), for the others: at the top dose growth rescue, hits mostly activators; also: potency is read from the fitted curve at half-maximal effect; nearly all actives have a fitted effect of over 55% in size
#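 Yeast growth medium received pinned compounds, then yeast cells expressing toxic A-beta were added; plates incubated at 30 C for 48 hr. Growth read as absorbance at 600 nm, normalized to DMSO and equimolar FeCl3 plus clioquinol controls.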
# PTHR1 ag = qHTS for PTHR1 Agonists: Primary Screen; HEK293 GP2 PTHR1 cells, GloSensor cAMP luminescence, 1 h; Potency, µM (series often up to 115 µM), without a hit: at the top dose activation, most hits filed as activators; hit rate 0.075% among 410,000; also: potency is read from the fitted curve at half-maximal effect; nearly all actives have a fitted effect of over 55% in size; some results filed as inactive show a strong effect at the top dose; inactives centre near -15; many of its hits are not listed in these tables
# Target sequence (Q03431 whole entry, looked up): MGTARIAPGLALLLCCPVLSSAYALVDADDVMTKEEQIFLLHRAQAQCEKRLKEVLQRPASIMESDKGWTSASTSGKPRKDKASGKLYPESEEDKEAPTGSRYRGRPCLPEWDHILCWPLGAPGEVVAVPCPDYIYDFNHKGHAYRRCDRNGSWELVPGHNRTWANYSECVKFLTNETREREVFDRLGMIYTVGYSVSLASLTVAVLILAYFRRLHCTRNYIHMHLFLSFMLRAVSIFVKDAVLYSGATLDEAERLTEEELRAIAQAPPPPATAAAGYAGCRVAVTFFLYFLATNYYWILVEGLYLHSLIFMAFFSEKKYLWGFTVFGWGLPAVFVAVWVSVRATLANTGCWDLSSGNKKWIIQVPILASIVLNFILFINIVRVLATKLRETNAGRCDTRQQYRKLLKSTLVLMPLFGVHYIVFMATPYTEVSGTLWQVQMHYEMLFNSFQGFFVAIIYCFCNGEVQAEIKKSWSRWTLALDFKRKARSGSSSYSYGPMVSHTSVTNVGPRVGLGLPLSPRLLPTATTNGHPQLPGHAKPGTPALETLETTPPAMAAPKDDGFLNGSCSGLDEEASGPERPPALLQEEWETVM
#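 HEK-293-derived GP2 cells expressing PTHR1 and a GloSensor cAMP reporter, 3,000/well, plated overnight, given luciferin plus IBMX (each 0.5 mM as added) for 1 h at 37 °C, then compound for 1 h at 37 °C. Luminescence was read after 15 min at room temperature.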
# FUS yeast rescue = qHTS for Suppressors of FUS Proteinopathy: Primary screen using FUS-linked yeast assay | hit rate 0.24% among 390,000 | Potency, µM (doses to about 76.6 µM), for inactives: top-dose growth rescue (activation), actives largely listed as activators | S. cerevisiae FUS-expressing, growth rescue, OD600, 24 h;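 also: potency is read from the fitted curve at half-maximal effect; plate controls were DMSO vehicle for no effect and reference control for full effect; nearly all actives have a fitted effect of over 55% in size; some results filed as inactive show a strong effect at the top dose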
#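 FUS-expressing yeast, raffinose-pregrown, induced in 2% galactose minimal medium at OD 0.005; compounds in a dilution series, 24hr at 30C. Growth restoration read as absorbance at 600 nm. CP55940 positive control, DMSO negative.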
# GLP-1R inv ag = qHTS of GLP-1 Receptor Inverse Agonists (Inhibition Mode) | Glucagon-like peptide 1 receptor (Homo sapiens), P43220 | HEK293 GLP-1R CRE-luciferase, luminescence, 24 h; GLP-1R form is constitutively active | Potency, µM (top dose mostly 38.3 µM), for the others: top-dose activity change, negative = inhibition, most hits filed as inhibitors | hit rate 1.6% among 410,000 | AID 624417, 2012; also: potency is read from the fitted curve at half-maximal effect; % is scaled to controls: 0 for no effect and ±100 for the full control effect; nearly all actives have a fitted effect of over 55% in size
# Target sequence (P43220 whole entry, looked up): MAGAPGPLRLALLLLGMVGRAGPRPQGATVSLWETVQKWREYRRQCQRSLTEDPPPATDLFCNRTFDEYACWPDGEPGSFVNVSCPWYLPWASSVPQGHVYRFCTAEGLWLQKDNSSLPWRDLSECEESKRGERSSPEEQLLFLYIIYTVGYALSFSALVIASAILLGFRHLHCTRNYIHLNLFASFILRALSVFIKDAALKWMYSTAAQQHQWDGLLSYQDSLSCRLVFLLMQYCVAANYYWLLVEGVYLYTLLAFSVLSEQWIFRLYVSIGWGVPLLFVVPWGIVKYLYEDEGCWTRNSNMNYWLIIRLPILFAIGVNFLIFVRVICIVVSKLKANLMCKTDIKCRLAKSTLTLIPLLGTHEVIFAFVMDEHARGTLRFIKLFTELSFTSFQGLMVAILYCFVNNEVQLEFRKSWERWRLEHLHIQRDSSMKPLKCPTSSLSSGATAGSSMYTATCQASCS
#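 Stable HEK293 clone (constitutively active GLP-1R + cAMP-response luciferase); 200 cells/uL plated, 12 h pre-culture, compound 24 hr, 37 deg C/5% CO2; detection reagent 12 min RT; luminescence.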
# Mm-Cpn inhibitor = Inhibitors of TCP-1 ring complex (TRiC) of Methanococcus maripaludis (MmCpn): qHTS; Chaperonin Mm-Cpn (Methanococcus maripaludis); purified Mm-Cpn ATPase, ADP Transcreener TR-FRET; Potency, µM (top dose mostly 76.9 µM), for the others: top-dose activity, negative = inhibition, most hits filed as inhibitors; hit rate 0.031% among 330,000; AID 504842, 2011; also: potency is read from the fitted curve at half-maximal effect; % is scaled to controls: 0 for no effect and ±100 for the full control effect; nearly all actives have a fitted effect of over 80% in size
#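 25 nM Mm-CPN + cpd, 10 min 37°C; + 10 uM ATP, 30 min 37°C; buffer 30 mM Tris pH 7.4, 100 mM KCl, 5 mM MgCl2, 1 mM DTT; Transcreener ADP HTRF detection 30 min RT.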
# GLP1R cytotox = qHTS of GLP-1 Receptor Inverse Agonists: Cytotox Screen; HEK293 cAMP-luciferase reporter cells, luminescence, 24 h; Potency, µM (series often up to 38.3 µM), without a hit: at the top dose activity change, negative = inhibition, usual class: inhibitors; hit rate 0.13% among 410,000; AID 624418, 2012;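 also: loss of luciferase light is scored as toxicity; potency is read from the fitted curve at half-maximal effect; % is scaled to controls: 0 for no effect and ±100 for the full control effect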
#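 1536-well qHTS counterscreen of the MLSMR; 200 cells/uL, 12 h pre-incubation, 23 nL cpd, 24 h at 37 deg C 5% CO2, luciferase detection reagent, 12 min RT, luminescence. Inhibition = undesired.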
# pAkt inh = HTS Assay for Inhibitors of Akt Phophorylation: Primary Screen. hit rate 0.32% among 360,000. activity change, % for hits at 50 µM. Neuro2A IGF-stimulated pAkt S473 HTRF, 20 min; stronger effect = lower value; in the data active = activity change below about -80%; inconclusive = mostly about -51% to -80%; also: % is scaled to controls: 0 for no effect and ±100 for the full control effect
#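 Neuro2A cells (4,500/well, DMEM with 0.5% FBS) were treated with compound at a single 50 µM final concentration, stimulated with 6 nM IGF for 20 min at 37 °C, and lysed. Phospho-Akt Ser473 was read by HTRF as 665/615 ratio ×10^4.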
# TDP43 rescue = qHTS of TDP-43 Inhibitors; Potency, µM (doses to about 46.1 µM), inactives show at the top dose growth rescue (activation), hits mostly activators; TDP-43 expressing yeast growth rescue, BacTiter-Glo, 24 h; hit rate 1.8% among 410,000; also: potency is read from the fitted curve at half-maximal effect; % of control where 0% means no effect; nearly all actives have a fitted effect of over 50% in size
#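 Readout is BacTiter-Glo luminescence of cell growth, so inhibitors register as activators. TDP-43-expressing yeast at OD600=0.02 in galactose medium, after raffinose pregrowth to mid-log, were incubated with compound for 24 hr at 30 deg C.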
# * = called active by the depositor; i = inactive; ? = inconclusive; . = not tested or not shown; & = joins results of further samples; [ ] = dose if it differs, or a comment. Unless noted, calls follow the shape of the dose curve; as a rule, active = well fitted curve in the direction sought with a large enough effect; inconclusive = small, poorly fitted or top-dose-only effect, or another doubt; inactive = no such curve, though single readings can be large; an effect the other way counts as inactive or inconclusive. The list is partial; count on the stated rates, not on these rows.
SMILES,aSyn rescue,Abeta rescue,PTHR1 ag,FUS yeast rescue,GLP-1R inv ag,Mm-Cpn inhibitor,GLP1R cytotox,pAkt inh,TDP43 rescue
Cc1ccc(C(=O)Nc2ccccc2C(=O)N2CC(C)OC(C)C2)cc1 (stereo not drawn),-6%,-3%,-10%,-11%,-15%,.,-10%,i,10%
OC[C@@H]1CN(Cc2ccncc2)C[C@H](n2cnc3c(N4CCOCC4)ncnc32)O1,2%,-8%,-15%,-4%,14%,.,0%,i,14%
COc1ccc(CCNC(=O)c2c(O)c3c([nH]c2=O)CCCC3)cc1OC,3%,9%,-14%[57.5 µM],-12%,2%,.,-16%,i,11%
Cc1ccc(S(=O)(=O)n2c([N+](=O)[O-])cnc2C)c(C)c1C,-13%,-6%,-9%,.,-1%,3%,-2%,i,5%
CCOC(=O)c1cc2c(=O)[nH]ccc2nc1C,-1%,10%,i,-26%,48%[activator],-5%,8%,i,-12%
CCOC(=O)c1cnn(-c2ccc(C)cc2)c1N,-9%,-4%,i,-7%,15%,1%,-4%,i,?
COc1ccc(NC(=O)C(C)N(c2ccc(C)cc2)S(C)(=O)=O)cc1 (stereo not drawn),1%,3%,i,14%,-1%,1%,3%,i,-15%
CC(C)C(=O)Nc1ccc(C(=O)NNC(=S)NC(=O)c2cccs2)cc1,1%,8%,-12%,-7%,0%,1%,7%[1.53 µM],i,13%
Fc1ccc(C(CNC(=S)NC2CCCCC2)N2CCOCC2)cc1 (stereo not drawn),-1%,-5%,-20%,2%,-18%,-2%,-23%,i,-7%
O=C(CCN1CCN(Cc2ccccc2)CC1)NNC(=O)c1ccc(Cl)c(Cl)c1,2%,0%,i,-24%,-21%,.,-4%,i,-4%
Cc1nc(-c2ccc(C(=O)N3CCCC3)cc2)cs1,-4%,-16%,-6%,8%,-13%,0%,13%,i,6%
O=C(Oc1cccc([N+](=O)[O-])c1)c1ccc2c(=O)n3c(nc2c1)CCC3,9%,-6%,i,17%,16%,-1%,2%,i,18%
O=C(O)CN1C(=O)c2cccc3c(Br)ccc1c23,-5%,-1%,i,10%,8%,-4%,113%[activator],i,-2%
Cc1ccc(S(=O)(=O)N(C)C)cc1NC(=O)C(C)N(C)Cc1sccc1C (stereo not drawn),-2%,-7%,-87%,33%,?,?,-5%,i,20%
O=C(c1ccc(Br)cc1)C(CN1CCOCC1)c1ccccc1 (stereo not drawn),-70%[inhibitor],-74%[inhibitor],-46%[inhibitor],24%,?,0%,?,i,?
CC(C)c1ccc(CNC(=O)c2ccc(N3CCCC3)c(NC(=O)NCc3ccc(F)cc3)c2)cc1,.,2%,-16%,18%,14%,.,-14%,.,23%
O=C(NC1CC(=O)N(c2ccccc2)C1)C(c1ccccc1)c1ccccc1 (stereo not drawn),.,5%,-15%,18%,-15%,.,1%,.,23%
COc1ccccc1NS(=O)(=O)c1cc(NC(=O)C(C)NC(N)=O)ccc1N1CCCC1 (stereo not drawn),-5%,-15%,-19%,4%,6%,0%,6%,i,-10%
COCC(=O)N1CCCC(C)(C(=O)Nc2cccc(Oc3ccccc3)c2)C1 (stereo not drawn),5%,-17%,i,-14%,26%,.,0%,i,20%
COc1ccc(/C=C/C(=O)NC(=S)NNC(=O)c2ccco2)cc1OC,5%,16%,-58%,12%,13%,2%,-4%,i,13%
O=C(O)c1ccc2c(c1)C(=O)N(c1cccc(-c3nc4ccccc4s3)c1)C2=O,0%,9%,-26%,11%,11%,2%,-8%,i,-11%
O=C(CCN1C(=O)c2ccccc2C1=O)C1=NN[C@@H]2C(=O)N(c3ccc4c(c3)OCCO4)C(=O)[C@H]12,-1%,-1%,15%,?,2%,1%,-10%,i,-3%
O=C(N1CCN(c2ccccc2)CC1)C1(c2cccs2)CCOCC1,12%,23%,-3%,14%,-4%,0%,-1%,i,?
O=C1CC(Sc2ccc(Cl)cc2)C(=O)N1Cc1ccncc1 (stereo not drawn),-5%,15%,i,-25%,?,2%,0%,i,10%
CCOCCCNC(=O)c1ccccc1OC1CCN(S(C)(=O)=O)CC1,2%,-8%,-42%[inhibitor],-13%,13%,0%,-1%,i,19%
# Additional structures.
SMILES,aSyn rescue,Abeta rescue,PTHR1 ag,FUS yeast rescue,GLP-1R inv ag,Mm-Cpn inhibitor,GLP1R cytotox,pAkt inh,TDP43 rescue
CCCc1cc(=O)[nH]c(SCC(=O)N2CCN(c3ccccc3)CC2)n1,-4%,15%&-10%,2%,2%&-4%,9%&6%,.,10%&5%,i,3%&21%
Cc1cc(=O)oc2c(C)cc(C(C)(C)C)cc12,-4%,-4%,i,19%,7%,.,9%,i,-2%
CCOc1ccc(NC(=O)Nc2c(C)n(C)n(-c3ccccc3)c2=O)cc1,5%,3%&-10%,-33%[inhibitor],-9%&-38%,0%&8%,3%,4%&15%,i,-4%&0%
Cc1ccc(C(=O)Nn2cnnc2)c(Cl)c1,2%,0%,i,-11%,4%,5%,-6%,i,6%
Cc1ccc(OCC(=O)N2CCN(C(=O)c3ccc([N+](=O)[O-])cc3)CC2)cc1,-3%,0%,-40%[inhibitor],-4%,-8%,-8%,-10%,i,14%
Cc1ccc(NC(=O)/C=C/c2cccc(C(F)(F)F)c2)cc1,-8%,9%,-24%,3%,?,-1%,-1%,i,?
FC(F)(F)c1cnc(C(c2ccccc2)c2ncn[nH]2)c(Cl)c1 (stereo not drawn),2%,15%,-19%,0%,-11%,-2%,7%,i,-12%
O=C(NCc1ccccc1Cl)C1CCCN(C(=O)Nc2ccc(F)cc2)C1 (stereo not drawn),?,-5%,i,1%,?,1%,-15%,i,-20%
OCOCCCn1c(C2CCCN2c2nc(-c3ccc(F)cc3)cs2)nc2cc(Cl)c(N3CCCCC3)cc21 (stereo not drawn),15%,15%,-20%,?,7.9µM*,.,-39%,i,?
CN(CCNC(=O)c1cc2c(-c3ccccc3F)nn(C)c2s1)C1CCCCC1,-1%,-9%,-17%,-5%,?,0%,?,i,0%
COc1ccc([N+](=O)[O-])cc1NC(=O)c1cccnc1,-4%,-20%,i,8%,3%,-11%,-4%,i,-7%
CCN(CC(=O)NCc1cccs1)C(=O)/C=C/c1ccc(OC)c(OC)c1,0%,14%,i,-7%,2%,1%,-1%,i,19%
O=C(/C=C/c1ccc(Cl)cc1)Nc1ccccc1N1CCOCC1,0%,8%,i,-10%,-4%,0%,1%,i,14%
CCCCN(C(=O)CSc1nnc(-c2ccc(OC)cc2)n1C(C)C)c1c(N)n(Cc2ccccc2)c(=O)[nH]c1=O,-8%,-11%,i,-27%,-15%,1%,0%,i,10%
COc1ccccc1C(=O)N(C1=NC(C)CS1)c1ccc(Cl)cc1 (stereo not drawn),24%,3%,-58%[inhibitor],25%,?,1%,1%,i,-27%
CCOC(=O)N1CCN(C(=O)CNC2CCCCCCC2)CC1,0%,7%,i,-27%,-14%,-2%,-20%,i,2%
Cc1nonc1CN(C)C(=O)c1cc(COc2ccc(F)cc2Cl)on1,13%,17%,-57%[inhibitor],30%,?,-2%,-6%,i,?
Cc1ccnc(NC(=O)C2(c3cccs3)CCOCC2)c1,0%,3%,i,7%,-6%,2%,3%,i,9%
Cc1ccc(N(C(=O)Nc2ccccc2)C2=NCCC2)cc1,10%,10%,-8%,-4%,?,-1%,8%,i,-18%[1.82 µM]
Cc1ccc(NC(=O)c2ccc(Br)o2)cc1S(=O)(=O)N(C)C,-1%,5%,-28%,25%,-10%,-3%,-9%,i,-2%
COc1ccccc1NC(=O)Nc1nnc(C(C)C)s1,-1%,2%,i,.,2%,-2%,5%,i,12%
Cc1ccc(SCc2c(C#N)c3ccccc3n2C)cc1,-20%,0%,-9%,-3%,?,2%,1%,i,12%
CCOC(=O)C1(C)NC(c2ccco2)C2C(=O)N(c3ccccc3)C(=O)C21 (stereo not drawn),-1%,-5%,-50%[inhibitor],-8%,-8%,1%,6%,i,15%
Cc1ccc(CN2CCSc3ccc(C(=O)NCc4cccnc4)cc32)cc1,-2%,-12%,-59%[inhibitor],?,?,-1%,-1%,i,1%
COc1ccc(CNC(=O)Cn2nnc(-c3ccc(C(F)(F)F)cc3)n2)cc1,.,8%,i,-27%,-3%,.,4%,.,2%[9.22 µM]
Nn1cnnc1SCC(=O)Nc1ccc(C2CCCCC2)cc1,0%,-8%,i,-3%,37%[activator],0%,-8%,i,-25%
COc1cc(/C=C/C(=O)OCC(=O)N(C)CC(=O)Nc2ccc(F)cc2)ccc1OC(F)F,0%,1%,-67%[inhibitor],-5%,?,0%,7%,i,11%

# Three compounds from above, ordered by the value under GLP-1R inv ag, falling:
smiles,PTHR1 ag,FUS yeast rescue,GLP-1R inv ag,Mm-Cpn inhibitor,pAkt inh
O=C(Oc1cccc([N+](=O)[O-])c1)c1ccc2c(=O)n3c(nc2c1)CCC3,i,17%,16%,-1%,i
CCOCCCNC(=O)c1ccccc1OC1CCN(S(C)(=O)=O)CC1,-42%[inhibitor],-13%,13%,0%,i
COc1ccc([N+](=O)[O-])cc1NC(=O)c1cccnc1,i,8%,3%,-11%,i

# Source: PubChem BioAssay (National Center for Advancing Translational Sciences (NCATS))
